Apaf-1 inh – inhibitors of human Apaf-1 apoptosome; O14727; reconstituted apoptosome caspase-3 activity, DEVD-Rh110 fluorescence; actives 0.71% (n = 330,000); inhibition, % at 20 µM; active = inhibition of at least 40% at 20 µM;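 note: plate controls were DMSO wells for no effect and DEVD-CHO caspase inhibitor wells for full effect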
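Assay system: Apoptosome proteins | Medium: pH 7.5 Hepes buffer with CHAPS, BSA, DTT | Also added: Cytochrome c and DEVD-Rh110 substrate | Times: 30 min plus 50 min, RT | Detection: Rhodamine 110 fluorescence at Ex 480/Em 540 nm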
SENP8 block-1 – SENP8 (human) protease inhibition; Q96LD8; recombinant SENP8, Nedd8 substrate fluorescence; inhibition, % at 20 µM; actives 0.64% (n = 360,000); AID 602440; in the data active = inhibition mostly above about 40%, no sharp cut-off; inactive = mostly below about 27%
Target sequence (Q96LD8 whole entry, looked up): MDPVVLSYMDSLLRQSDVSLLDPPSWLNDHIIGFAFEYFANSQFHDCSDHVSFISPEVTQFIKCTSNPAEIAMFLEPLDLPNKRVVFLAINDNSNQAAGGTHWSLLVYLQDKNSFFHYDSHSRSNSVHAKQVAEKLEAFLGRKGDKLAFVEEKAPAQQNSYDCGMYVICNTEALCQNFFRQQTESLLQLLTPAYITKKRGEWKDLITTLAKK
APOBEC3G inh – APOBEC3G (human) deaminase inhibition; Q9HC16; recombinant A3G, ssDNA deamination FAM/TAMRA fluorescence; inhibition, % at 20 µM; actives 0.28% (n = 330,000);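 active = inhibition of at least 40% at 20 µM, with no more than 30% in the related APOBEC3A deaminase screen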;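 note: plate controls were DMSO wells with A3G for no effect and wells lacking A3G enzyme for full effect; some compounds called inactive have numbers as strong as hits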
Target sequence (Q9HC16 whole entry, looked up): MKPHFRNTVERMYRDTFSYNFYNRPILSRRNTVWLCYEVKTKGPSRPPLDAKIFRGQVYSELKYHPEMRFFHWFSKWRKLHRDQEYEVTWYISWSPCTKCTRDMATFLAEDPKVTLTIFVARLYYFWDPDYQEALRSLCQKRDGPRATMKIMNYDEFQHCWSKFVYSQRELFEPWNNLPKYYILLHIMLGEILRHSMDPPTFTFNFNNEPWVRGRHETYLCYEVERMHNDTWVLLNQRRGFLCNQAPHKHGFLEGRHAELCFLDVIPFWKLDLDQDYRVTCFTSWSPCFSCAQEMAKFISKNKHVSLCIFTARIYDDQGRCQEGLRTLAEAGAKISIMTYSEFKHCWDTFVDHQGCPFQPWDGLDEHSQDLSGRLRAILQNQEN
SENP1 FRET inh – SENP1 (human) catalytic domain inhibition; actives 0.21% (n = 360,000); Q9P0U3; recombinant SENP1 catalytic domain, CyPet-SUMO1-YPet FRET cleavage; AID 624204; inhibition, % at 10 µM;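 active = inhibition at least 30% at 10 µM, raw YFP signal under a set limit, fluorescence ratio 0.5 to 1.5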;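 note: 0% = enzyme with DMSO and 100% = no enzyme wells; some results filed as inactive read as strong as hits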
Target sequence (Q9P0U3 419-644 limits assumed): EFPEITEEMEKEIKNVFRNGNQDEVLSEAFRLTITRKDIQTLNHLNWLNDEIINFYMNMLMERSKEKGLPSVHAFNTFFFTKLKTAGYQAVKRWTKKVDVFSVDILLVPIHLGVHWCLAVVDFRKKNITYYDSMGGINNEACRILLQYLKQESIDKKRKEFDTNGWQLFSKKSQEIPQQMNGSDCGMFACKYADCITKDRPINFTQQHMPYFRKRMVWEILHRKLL
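Material – human SENP1 catalytic domain · Input – SENP1 enzyme, 20 pM final · Compound dosing – single concentration of 10 µM compound, 0.5% DMSO final · Timing – enzyme reaction for 50 min at room temperature, dark · Measured by – FRET fluorescence in CFP and YFP emission channels · Control set – no-enzyme wells low, DMSO-plus-enzyme wells high control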
SENP7 block – inhibitors of human SENP7 protease | actives 1.5% (n = 330,000) | recombinant SENP7, Z-RLRGG-aminoluciferin luminescence, 40 min | inhibition, % at 5 µM;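 active = inhibition above about 50% at the single test dose, limit read from the data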;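 note: plate controls were DMSO with enzyme for no effect and no enzyme buffer wells for full effect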
UBC13 polyUb – human UBC13 polyubiquitination inhibition | P61088 | UBC13 polyubiquitin chain formation, TR-FRET | inhibition, % at 20 µM | actives 0.47% (n = 330,000); in the data active = inhibition above about 45%, passing the limit was not always enough; inconclusive = no clear call, values can overlap the other calls
Target sequence (P61088 whole entry, looked up): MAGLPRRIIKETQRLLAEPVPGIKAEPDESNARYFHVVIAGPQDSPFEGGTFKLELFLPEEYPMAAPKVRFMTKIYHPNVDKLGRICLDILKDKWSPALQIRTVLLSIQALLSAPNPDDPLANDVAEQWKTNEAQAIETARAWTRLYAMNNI
SENP8 block-2 – SENP8 protease inhibition. Q96LD8. purified SENP8, Z-RLRGG-aminoluciferin cleavage, luminescence. inhibition, % at 10 µM. actives 1.2% (n = 330,000). AID 2540; in the data active = inhibition above about 50%
SENP6 inh – blocks the human protease SENP6. Q9GZR1. Recombinant SENP6 catalytic domain, aminoluciferin luminescence. inhibition, % at 10 µM. actives 1.8% (n = 330,000). AID 2599;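 active = inhibition above about 50% at the single tested dose, limit read from the data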;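 note: plate controls were DMSO wells with enzyme for no effect and DMSO wells lacking enzyme for full effect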
An asterisk follows results filed as active.

For CCOC(=O)c1cnc2ccc(C)cc2c1NCCN1CCOCC1 the results were Apaf-1 inh 2, SENP8 block-1 -82, APOBEC3G inh -8, SENP1 FRET inh -1, SENP7 block -11, UBC13 polyUb -3, SENP8 block-2 -6 and SENP6 inh -6.
Screening Cc1ccc(S(=O)(=O)N(C)C)cc1NC(=S)NC(=O)C12CC3CC(CC(C3)C1)C2 returned Apaf-1 inh 18, SENP8 block-1 12, APOBEC3G inh -4, SENP1 FRET inh 2, SENP7 block 7, UBC13 polyUb 7, SENP8 block-2 3 and SENP6 inh 6.
CCOc1ccc(CCNC(=O)COC(=O)/C=C/c2ccccc2OC)cc1OCC was read as Apaf-1 inh 16, SENP8 block-1 -138, APOBEC3G inh -7, SENP1 FRET inh 1, SENP7 block 0, UBC13 polyUb 3, SENP8 block-2 -5 and SENP6 inh -7.
Screening COc1ccccc1N(C)C(=O)c1cc(S(=O)(=O)N2CCc3ccccc32)cn1C returned Apaf-1 inh 3, SENP8 block-1 2, APOBEC3G inh -11, SENP1 FRET inh 1, SENP7 block -2, UBC13 polyUb 3, SENP8 block-2 6 and SENP6 inh -4.
For COc1ccc(CN2C(=O)NC3(CCCCCC3)C2=O)cc1F the results were Apaf-1 inh 2, SENP8 block-1 8, APOBEC3G inh -2, SENP1 FRET inh 0, SENP7 block 5, UBC13 polyUb 10, SENP8 block-2 -2 and SENP6 inh -1.
`C[C@H](CO)N1C[C@H](C)[C@@H](CN(C)S(C)(=O)=O)Oc2c(NC(=O)Nc3ccc(C(F)(F)F)cc3)cccc2C1=O` gave Apaf-1 inh 17, SENP8 block-1 11, APOBEC3G inh 3, SENP1 FRET inh 0, SENP7 block -12, UBC13 polyUb -9, SENP8 block-2 -8 and SENP6 inh 0.
For CC(C)[C@H](NC(=O)c1ccccc1)C(=O)OCC(=O)NCCC1=CCCCC1 the results were Apaf-1 inh 7, SENP8 block-1 14, APOBEC3G inh 0, SENP1 FRET inh 1, SENP7 block -2, UBC13 polyUb -10, SENP8 block-2 -9 and SENP6 inh -13.
Screening Cc1nnc(SCC(=O)NCc2ccco2)n1-c1ccc(F)cc1 returned Apaf-1 inh 0, SENP8 block-1 4, APOBEC3G inh -6, SENP1 FRET inh 2, SENP7 block -8, UBC13 polyUb inconclusive, SENP8 block-2 -3 and SENP6 inh -25.
`COc1ccc(-c2nc(CN3CCC(C(=O)NCC4CCCO4)CC3)c(C)o2)cc1OC` (stereo unspecified) gave Apaf-1 inh -7, SENP8 block-1 5, APOBEC3G inh -7, SENP1 FRET inh 0, SENP7 block 1, UBC13 polyUb 2, SENP8 block-2 -2 and SENP6 inh -1.
For COc1ccc(NC(=S)N2CCCC(CO)C2)c(OC)c1 (stereo unspecified) the results were Apaf-1 inh 5, SENP8 block-1 8, APOBEC3G inh -5, SENP1 FRET inh 1, SENP7 block -4, UBC13 polyUb -33, SENP8 block-2 -5 and SENP6 inh -9.
Screening COC(=O)[C@H](Cc1ccccc1)NC(=O)Nc1ccc(C)cc1 returned Apaf-1 inh -9, SENP8 block-1 6, APOBEC3G inh 1, SENP1 FRET inh 3, SENP7 block 4, UBC13 polyUb 3, SENP8 block-2 5 and SENP6 inh -12.
CCOc1ccccc1NC(=O)Cn1c(-c2ccc(Cl)cc2)noc1=O was read as Apaf-1 inh 12, SENP8 block-1 5, APOBEC3G inh 2, SENP1 FRET inh 0, SENP7 block 7, UBC13 polyUb -2, SENP8 block-2 0 and SENP6 inh 12.
CCC(C(=O)OCC(=O)Nc1c(C)n(C)n(-c2ccccc2)c1=O)c1ccccc1 (stereo unspecified) was read as Apaf-1 inh -12, SENP8 block-1 12, APOBEC3G inh -5, SENP1 FRET inh 2, SENP7 block 3, UBC13 polyUb -1, SENP8 block-2 1 and SENP6 inh 1.
N#C/C(=C\c1ccccc1C(F)(F)F)C(=O)Nc1ccccc1F was read as Apaf-1 inh -7, SENP8 block-1 13, APOBEC3G inh -8, SENP1 FRET inh -2, SENP7 block 4, UBC13 polyUb -3, SENP8 block-2 1 and SENP6 inh -9.
O=C1OCCN1C(=O)[C@H]1[C@H](c2ccc([N+](=O)[O-])cc2)C(c2ccc(F)cc2)=NN1c1ccc(Br)cc1 was read as Apaf-1 inh 25, SENP8 block-1 23, APOBEC3G inh -3, SENP1 FRET inh 3 and SENP7 block -2.
`CC(Sc1nc2ccccc2c(=O)n1C)C(=O)NC1CCCCC1C` (stereo unspecified) gave Apaf-1 inh 11, SENP8 block-1 9, APOBEC3G inh 2, SENP1 FRET inh 1, SENP7 block -15, UBC13 polyUb 44, SENP8 block-2 -11 and SENP6 inh -1.
For CCOC(=O)c1c(C)[nH]c(C)c1C(=O)COC(=O)c1cccs1 the results were Apaf-1 inh 5, SENP8 block-1 11, APOBEC3G inh 12, SENP1 FRET inh -2, SENP7 block 6, UBC13 polyUb 10, SENP8 block-2 -8 and SENP6 inh 1.
Cc1ccc(C)c(NC(=O)C(C)CC2COCCO2)c1 (stereo unspecified) was read as Apaf-1 inh -2, SENP8 block-1 19, APOBEC3G inh 1, SENP1 FRET inh 1, SENP7 block 5, UBC13 polyUb 4, SENP8 block-2 -1 and SENP6 inh -7.
For Cc1ncc(CSc2ccc(Cl)cc2)c(CO)c1O the results were Apaf-1 inh 2, SENP8 block-1 -18, APOBEC3G inh -9, SENP1 FRET inh 2, SENP7 block -1, UBC13 polyUb 6, SENP8 block-2 -1 and SENP6 inh -29.
Screening CCC1(CC)C(=O)C2=C3C1[C@H](C(=O)OC)C=C(C(=O)OC)C[C@H]3n1c(=O)n(-c3ccccc3)c(=O)n1[C@H]2C (stereo partly specified) returned Apaf-1 inh -3, SENP8 block-1 18, APOBEC3G inh -12, SENP1 FRET inh -2, SENP7 block 7, UBC13 polyUb 0, SENP8 block-2 3 and SENP6 inh -6.
`CC(C)N(CC(O)COc1ccc(CC(N)=O)cc1)CC(O)COc1ccc(CC(N)=O)cc1` (stereo unspecified) gave Apaf-1 inh -7, SENP8 block-1 18, APOBEC3G inh -7, SENP1 FRET inh 0, SENP7 block 0, UBC13 polyUb 4, SENP8 block-2 5 and SENP6 inh 20.
For O=C(NCCc1cscn1)C1CCC(=O)N(Cc2ccc(Cl)cc2)C1 (stereo unspecified) the results were Apaf-1 inh -25, SENP8 block-1 -6, APOBEC3G inh -6, SENP1 FRET inh -1, SENP7 block -14, UBC13 polyUb 10, SENP8 block-2 -1 and SENP6 inh -28.
For COc1cccc(C(=O)Nc2ccc(F)c(F)c2F)c1 the results were Apaf-1 inh -8, SENP8 block-1 12, APOBEC3G inh -4, SENP1 FRET inh 1, SENP7 block 51*, UBC13 polyUb 0, SENP8 block-2 12 and SENP6 inh 41.
For COCC(C)n1c(C)cc(C(=O)CSc2nnc(Nc3ccccc3F)s2)c1C (stereo unspecified) the results were Apaf-1 inh 13, SENP8 block-1 28, APOBEC3G inh -3, SENP1 FRET inh -1, SENP7 block 6, UBC13 polyUb -4, SENP8 block-2 3 and SENP6 inh 8.
CCN(CC)C(=O)COC(=O)c1cc(-c2ccc(OC)cc2)nc2ccccc12 was read as Apaf-1 inh 11, SENP8 block-1 -281, APOBEC3G inh -3, SENP1 FRET inh -20, SENP7 block 8, UBC13 polyUb 26, SENP8 block-2 -12 and SENP6 inh -1.
`O=C(CSCc1ccc(Cl)cc1)N/N=C/c1ccco1` gave Apaf-1 inh 0, SENP8 block-1 3, APOBEC3G inh -1, SENP1 FRET inh -3, SENP7 block -1, UBC13 polyUb -3, SENP8 block-2 4 and SENP6 inh -6.
For Cc1noc(C)c1C(=O)Nc1sc(C)c(C)c1C#N the results were Apaf-1 inh 2, SENP8 block-1 18, APOBEC3G inh -5, SENP1 FRET inh -2, SENP7 block -8, UBC13 polyUb -12, SENP8 block-2 -8 and SENP6 inh -19.
COc1ccc(C(=O)N(C)Cc2nc3ccccc3c(=O)[nH]2)cc1S(=O)(=O)N1CCCC1 was read as Apaf-1 inh -9, SENP8 block-1 1, APOBEC3G inh -10, SENP1 FRET inh 4, SENP7 block 0, UBC13 polyUb 6, SENP8 block-2 3 and SENP6 inh -2.
O=C(CCCn1c(=S)[nH]c2cc3c(cc2c1=O)OCO3)N1CCN(C2CCCCC2)CC1 was read as Apaf-1 inh 3, SENP8 block-1 14, APOBEC3G inh -6, SENP1 FRET inh -1, SENP7 block -3, UBC13 polyUb 17, SENP8 block-2 -14 and SENP6 inh -1.
Screening Cc1ncc([N+](=O)[O-])n1CC(=O)NC(C)(C)C returned Apaf-1 inh 2, SENP8 block-1 16, APOBEC3G inh 1, SENP1 FRET inh 1, SENP7 block 7, UBC13 polyUb -8, SENP8 block-2 3 and SENP6 inh -8.

Part of the list above in order of count of non-hydrogen atoms, highest first.
For COCC(C)n1c(C)cc(C(=O)CSc2nnc(Nc3ccccc3F)s2)c1C (stereo unspecified) the results were Apaf-1 inh 13, SENP8 block-1 28, APOBEC3G inh -3, SENP1 FRET inh -1, SENP7 block 6, UBC13 polyUb -4, SENP8 block-2 3 and SENP6 inh 8.
For O=C(NCCc1cscn1)C1CCC(=O)N(Cc2ccc(Cl)cc2)C1 (stereo unspecified) the results were Apaf-1 inh -25, SENP8 block-1 -6, APOBEC3G inh -6, SENP1 FRET inh -1, SENP7 block -14, UBC13 polyUb 10, SENP8 block-2 -1 and SENP6 inh -28.
Screening Cc1ncc([N+](=O)[O-])n1CC(=O)NC(C)(C)C returned Apaf-1 inh 2, SENP8 block-1 16, APOBEC3G inh 1, SENP1 FRET inh 1, SENP7 block 7, UBC13 polyUb -8, SENP8 block-2 3 and SENP6 inh -8.

(next part)
For CCOC(=O)c1nnn(-c2nonc2-n2cccc2)c1CN1CCC(C(=O)OCC)CC1 the results were Apaf-1 inh 10, SENP8 block-1 6, APOBEC3G inh -3, SENP1 FRET inh -3, SENP7 block -2, UBC13 polyUb 18, SENP8 block-2 4 and SENP6 inh 9.
For CCN1CCN(c2ccc(S(=O)(=O)N3CCCCC3)cc2NC(=O)/C=C/c2cccc(OC)c2OC)CC1 the results were Apaf-1 inh 23, SENP8 block-1 -34, APOBEC3G inh -3, SENP1 FRET inh -2, SENP7 block -1, UBC13 polyUb 10, SENP8 block-2 -2 and SENP6 inh -8.
Nn1c(SCC(=O)NC2CCCCC2)nnc1-c1ccccc1F was read as Apaf-1 inh -10, SENP8 block-1 5, APOBEC3G inh -6, SENP1 FRET inh 4, SENP7 block -4, UBC13 polyUb 7, SENP8 block-2 1 and SENP6 inh -4.
`COc1ccc(C(CNC(=O)c2cccn2C)N2CCOCC2)cc1` (stereo unspecified) gave Apaf-1 inh 47*, SENP8 block-1 -3, APOBEC3G inh 6, SENP1 FRET inh -2, SENP7 block 8, UBC13 polyUb -39, SENP8 block-2 -1 and SENP6 inh -1.
Screening O=C(Nc1ccc(C(=O)O)cc1)Nc1ccc([N+](=O)[O-])cc1 returned Apaf-1 inh -14, SENP8 block-1 21, APOBEC3G inh -17, SENP1 FRET inh 0, SENP7 block 6, UBC13 polyUb -8, SENP8 block-2 -6 and SENP6 inh 12.
`CCOC(=O)N1CCN(C(=O)C(C)NC(=O)c2ccco2)CC1` (stereo unspecified) gave Apaf-1 inh 1, SENP8 block-1 10, APOBEC3G inh -6, SENP1 FRET inh 1, SENP7 block 1, UBC13 polyUb -2, SENP8 block-2 -4 and SENP6 inh 6.
`COc1cc(/C=C2\C(=O)ON=C2c2ccc(Cl)cc2)ccc1O` gave Apaf-1 inh 13, APOBEC3G inh -5, SENP7 block -7, UBC13 polyUb -53, SENP8 block-2 -12 and SENP6 inh -22.
CCOCCCNC(=O)C1(O)c2cc(Br)ccc2NC(=O)N1c1cccc(OC)c1 (stereo unspecified) was read as Apaf-1 inh 1, SENP8 block-1 12, APOBEC3G inh -7, SENP1 FRET inh 1, SENP7 block -1, UBC13 polyUb 0, SENP8 block-2 -7 and SENP6 inh 13.
